Source: PubChem
hcDAF12 agonist – activators of H. contortus DAF-12 nuclear receptor; HEK293 hcDAF-12 lit1-tk-luc reporter, luminescence; 0% DMSO, 100% Δ7-dafachronic acid; 370,000 tested, 1.4% active; activation, % at 6.8 µM;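 active = activation above the mean of all tested compounds plus 3 SD, cut at about 5.5% in these data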;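 also: 100% = response to 3 µM Δ7-dafachronic acid high control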
ssDAF12 agonist – S. stercoralis DAF-12 activation, primary screen; 370,000 tested, 1% active; activation, % at 6.8 µM; HEK293 ssDAF-12/GRIP1 lit1-tk-luc reporter, luminescence; % of 3 µM dafachronic acid response; AID 652126;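 active = activation above the mean over all tested compounds plus 3 SD, cut at about 0.9% in these data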;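 also: 0% = DMSO-only wells and 100% = 3 µM delta7-dafachronic acid wells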
NPR2 activator – GC-B (human) receptor activation | P20594 | HEK293-GC-B cells, CNP EC30, cGMP TR-FRET; 0% at EC30 CNP, 100% saturating CNP | activation, % at 10 µM | 370,000 tested, 0.11% active | AID 1920062;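 active = activation at 10 µM reaching about 35% in either raw or pattern-adjusted values, limit read from the data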
Target sequence (P20594 whole entry, looked up): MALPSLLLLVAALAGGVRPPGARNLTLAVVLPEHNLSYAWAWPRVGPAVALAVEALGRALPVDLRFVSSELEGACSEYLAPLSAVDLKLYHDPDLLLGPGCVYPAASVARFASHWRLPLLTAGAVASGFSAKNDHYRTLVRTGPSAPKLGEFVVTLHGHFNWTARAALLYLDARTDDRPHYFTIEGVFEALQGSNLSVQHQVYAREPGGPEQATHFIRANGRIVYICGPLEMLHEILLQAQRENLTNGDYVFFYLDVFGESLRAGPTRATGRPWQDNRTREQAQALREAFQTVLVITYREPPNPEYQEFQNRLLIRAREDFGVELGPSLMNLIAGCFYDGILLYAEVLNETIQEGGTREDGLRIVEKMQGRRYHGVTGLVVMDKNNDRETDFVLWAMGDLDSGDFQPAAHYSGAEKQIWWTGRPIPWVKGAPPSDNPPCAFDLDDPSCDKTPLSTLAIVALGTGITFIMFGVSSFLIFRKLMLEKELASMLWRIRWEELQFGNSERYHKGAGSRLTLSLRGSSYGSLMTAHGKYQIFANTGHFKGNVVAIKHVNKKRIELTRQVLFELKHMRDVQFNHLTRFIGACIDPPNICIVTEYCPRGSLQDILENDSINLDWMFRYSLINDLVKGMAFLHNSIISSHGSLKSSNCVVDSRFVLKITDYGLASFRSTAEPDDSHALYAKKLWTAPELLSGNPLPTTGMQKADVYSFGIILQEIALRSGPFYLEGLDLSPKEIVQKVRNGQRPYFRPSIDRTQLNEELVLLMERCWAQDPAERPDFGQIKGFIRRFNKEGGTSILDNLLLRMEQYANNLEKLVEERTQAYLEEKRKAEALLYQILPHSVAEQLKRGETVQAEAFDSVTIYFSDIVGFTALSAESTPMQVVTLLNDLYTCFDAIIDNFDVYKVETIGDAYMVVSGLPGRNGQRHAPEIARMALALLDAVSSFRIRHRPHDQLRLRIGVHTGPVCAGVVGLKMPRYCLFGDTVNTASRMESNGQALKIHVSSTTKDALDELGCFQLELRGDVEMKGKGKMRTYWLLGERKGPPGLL
proKLK7 act – activates the human kallikrein-7 zymogen; P49862; purified proKLK7, EDANS-DABCYL substrate fluorescence; 100% is mature enzyme control, 0% vehicle; activation, % at 7 µM; 370,000 tested, 0.9% active;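 active = activation above the mean of all tested compounds plus 3 SD, computed per campaign excluding outliers beyond control limits, cut at about 13% in these data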
GC-A act – GC-A (human) enzyme activation; activation, % at 10 µM; P16066; AID 1671463; HEK293 GC-A cells, cGMP TR-FRET, EC30 ANP; 0% at EC30 ANP, 100% saturating ANP; 370,000 tested, 0.14% active; in the data active = activation above about 40%
SMARCA2 activ – increases SMARCA2 function in MMTV reporter cells. MG213 cells, MMTV-luciferase reporter, dexamethasone, overnight. activation, % at 9.1 µM. 370,000 tested, 1% active; in the data active = activation above about 7.8%;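 also: 0% = vehicle wells and 100% = reference activator wells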
DAX1 inh-1 – NR0B1 (DAX1) inhibition; 340,000 tested, 0.99% active; HEK293 Gal4-DAX1 luciferase reporter, luminescence; P51843; inhibition, % at 6.75 µM; AID 504766;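 active = inhibition above the mean over all tested compounds plus 3 SD, cut at about 4.2% in these data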;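 also: 0% = DAX1-transfected cells with DMSO and 100% = empty-vector control cells with DMSO; inhibition shows as a rise in luminescence from relieved DAX1 repression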
GAA850 FXN act – activators of GAA850 frataxin (FXN) promoter; HEK293 lucGAA850 FXN promoter luciferase reporter, 24 h; percent of 10 µM SAHA response; activation, % at 6 µM; 360,000 tested, 0.56% active;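 active = activation above the average of all compounds screened plus 3 SD, cutoff fixed separately per campaign, cut at about 7.5% in these data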;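 also: 0% = DMSO wells and 100% = 10 µM SAHA wells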
sPLA2-III inh – Inhibits HGIII-sPLA2 liposome hydrolysis, primary screen. 370,000 tested, 0.56% active. QFRET BODIPY PC-A2 liposome hydrolysis, fluorescence. AID 743126. inhibition, % at 12.2 µM. Q9NZ20;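 active = inhibition above mean plus 3 SD of compounds lying within the high and low control bounds, cut at about 19% in these data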;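 also: 0% = median of test compound wells and 100% = no enzyme DMSO wells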
DAX1 inh-2 – DAX1 (NR0B1) inhibition, primary screen. HEK293T StAR-luciferase reporter, SF-1/DAX-1 repression relief. inhibition, % at 6.8 µM. 370,000 tested, 1.1% active. AID 652010;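 active = inhibition above the mean over all tested compounds plus 3 SD, cut at about 3.6% in these data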;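 also: 0% = DAX-1 cells with DMSO and 100% = cells lacking DAX-1 with DMSO; higher inhibition means more luminescence from relief of DAX-1 repression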
hgDAF12 agonist – activates the H. glycines DAF-12 receptor ligand-binding domain; HEK293 GAL4-hgDAF12 UAS-luciferase reporter, agonist luminescence; normalized to butyrate control; activation, % at 6.8 µM; 370,000 tested, 1.8% active;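 active = activation above a cutoff set at the mean of all screened compounds plus 3 SD, cut at about 10% in these data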;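 also: 0% = DMSO wells and 100% = sodium butyrate wells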
Active calls of the source: *; . = no result given.

SMILES	hcDAF12 agonist	ssDAF12 agonist	NPR2 activator	proKLK7 act	GC-A act	SMARCA2 activ	DAX1 inh-1	GAA850 FXN act	sPLA2-III inh	DAX1 inh-2	hgDAF12 agonist
CC(=O)c1ccc(N=C2SCCCN2C(=O)C2CCCCC2)cc1	1.5	0.3	-6	0.1	0	-5	0.0	3.7	-2	1.0	3.8
CCOCCCNC(=O)C1CCN(Cc2ccc(OCc3ccccc3)c(OC)c2)CC1	1.2	-0.6	8	-0.2	-3	1	1.4	0.4	4	-0.1	0.7
CCCCc1c(-c2ccccc2OC)ncn1Cc1ccc(-c2ccccc2)cc1	-2.4	-0.8	12	0.7	-9	-8	.	.	-15	-2.4	0.1
COc1ccc(CC(=O)N2CCc3cc(OC)c(OC)cc3C2)cc1	-1.6	-1.0	4	-0.2	7	-4	-1.2	3.0	13	-0.2	-0.9
CCc1cn([C@H]2C[C@H](O)[C@@H](CO)O2)c(=O)[nH]c1=O	-2.6	-1.7	2	0.5	-1	-2	-1.2	-3.4	-1	-0.1	-0.4
O=[N+]([O-])c1ccc(N2CCN(Cc3ccc([N+](=O)[O-])o3)CC2)cc1	-2.4	-2.0	-3	0.2	-2	-1	-0.2	0.6	-3	-0.1	-2.8
C/C(CC(=O)NCc1ccco1)=N\NC(=O)Cc1ccc(-c2ccccc2)cc1	0.4	-2.0	-5	-0.9	10	-3	1.0	-0.3	-1	0.2	-2.1
O=C(NCc1ccc2c(c1)OCO2)c1cccc(C(=O)NCc2ccc3c(c2)OCO3)c1	-1.0	-1.6	8	0.0	2	-2	-1.3	0.6	-7	-0.8	7.1
CCOC(=O)N1CCN(c2cc(N3CCOCC3)c(F)cc2[N+](=O)[O-])CC1	-2.0	-1.3	1	0.4	1	3	0.1	-0.4	2	2.7	-0.1
CC1Cc2ccccc2N1C(=O)COC(=O)c1ccc(O)cc1 (configuration not stated)	-0.6	-1.3	-1	0.0	3	-4	1.7	3.8	-2	0.2	0.4
c1ccc(-c2ccccc2-c2nc(-c3cccnc3)no2)cc1	-2.1	-1.0	-6	0.5	-6	-2	-0.1	6.0	-7	-1.3	-1.0
COc1ccc(S(=O)(=O)NC(Cc2ccccc2)C(=O)O)cc1 (configuration not stated)	-1.2	-0.4	5	-0.1	2	-2	1.2	1.7	-1	-0.3	-1.3
CCOc1ccccc1Nc1nnc(SCC(=O)NC(=O)c2cccn2C)s1	-1.4	-1.6	-1	-0.2	-4	0	-1.1	0.6	-14	0.2	-0.2
COc1cc(/C=C/C(=O)OCC(=O)Nc2cccc(F)c2)ccc1O	0.3	-0.7	3	-1.9	-5	-2	0.2	-0.7	-23	0.8	-1.7
COc1ccc(NC(=O)CC2Nc3ccccc3NC2=O)c([N+](=O)[O-])c1 (configuration not stated)	0.6	-0.1	-5	0.6	-1	-4	0.7	0.2	0	0.6	-1.2
COc1ccc(C2/C(=C(/O)c3ccc4c(c3)CC(C)O4)C(=O)C(=O)N2CCCn2ccnc2)cc1OC (configuration not stated)	-0.4	-0.8	5	0.0	6	-2	-0.7	0.0	0	-0.2	0.3
CC(CC(=O)O)Nc1ccccc1O (configuration not stated)	-0.4	-0.8	1	2.1	-2	-3	-0.8	0.1	2	-0.8	1.3
CN1CCN(CCC(=O)N/N=C/c2ccccn2)CC1	-1.1	-1.2	2	0.0	-2	-3	-1.2	1.0	4	0.3	-1.2
Oc1ccc(/C=N/NC(=S)Nc2cccnc2)c(O)c1	0.2	-1.0	-11	-5.6	-5	0	-0.9	3.3	-7	-2.0	1.4
COC(=O)CN(C#N)c1nc(OC)nc(N(C)C)n1	0.4	-1.5	2	0.3	4	-1	0.2	-0.1	4	-0.3	1.5
COc1ccc(S(=O)(=O)N2CCCCC2)cc1NC(=O)CN1CCN(C(C)=O)CC1	-1.3	-1.2	0	0.2	-1	1	0.1	1.3	3	-0.7	2.6
Cc1ccc2c(c1)N(Cc1cccc(F)c1)C(=O)C(C)O2 (configuration not stated)	-0.3	-0.4	-4	-0.3	-9	3	0.8	1.2	6	0.2	-0.6
CC(CC(=O)Nc1nncs1)c1ccccc1 (configuration not stated)	-0.1	-1.1	-4	0.6	0	0	-0.6	0.8	0	-0.6	-2.1
Cc1noc(C)c1COC(=O)c1csc2c1CCC(C)C2 (configuration not stated)	-1.2	-1.2	-4	0.0	-5	-2	0.3	1.9	6	0.3	3.1
O=C(CN(Cc1ccccc1)S(=O)(=O)c1ccccc1)N/N=C/c1ccc2c(c1)OCO2	-2.1	-1.8	3	0.4	3	0	-0.1	-1.8	-21	0.2	1.6
SMILES	hcDAF12 agonist	ssDAF12 agonist	NPR2 activator	proKLK7 act	GC-A act	SMARCA2 activ	DAX1 inh-1	GAA850 FXN act	sPLA2-III inh	DAX1 inh-2	hgDAF12 agonist
O=C(NC1CCCCC1)Oc1cccc2ccccc12	2.1	0.2	2	-28	1	-2	0.4	5.0	-2	0.2	2.4
CCc1ncc(C(O)c2cccc(OC)c2OC)n1C (configuration not stated)	-0.5	-1.7	4	0.1	0	1	0.4	1.1	3	-0.5	2.4
O=C(Nc1ccccc1)c1ccccc1N=Cc1ccccc1O	-2.1	0.2	0	-4.0	-13	2	-1.0	-0.2	1	0.6	-0.5
O=[N+]([O-])c1ccccc1/C=C\C=N\N1CCN(c2ccccc2)CC1	-2.0	-0.8	-2	0.5	1	-1	-1.5	1.7	5	0.0	-1.1
COc1ccc(C(=O)NC2CCCCCC2)cc1OC1CCN(C(C)=O)CC1	0.2	-0.9	0	0.1	-2	-3	0.4	-0.6	4	-0.5	-2.4
CC(C)C(NC(=O)OC(C)(C)C)C(=O)NC(CCC(=O)OCc1ccccc1)C(N)=O (configuration not stated)	-1.5	-1.3	-1	0.2	-1	-2	1.3	0.9	5	0.6	0.5
COc1cc(NC(=O)c2ccccc2)ccc1NC(=O)Cc1ccccc1	-2.7	-1.7	-1	0.3	-1	-4	-0.6	1.3	-1	-0.7	2.4
Cc1ccc(-c2nn(C)c(=O)c3ccccc23)cc1CNC(=O)CSc1nc2ccccc2o1	-3.0	0.1	-1	-0.7	-3	-3	-0.1	-1.4	0	-0.2	1.7
Clc1ccccc1-c1ncnc2ccc(Br)cc12	-2.3	-1.2	2	-0.3	-11	0	.	2.1	7	-0.3	-1.9
CC(=O)N1CCOc2ccc(S(=O)(=O)NC[C@H]3O[C@@H](n4ccc(=O)[nH]c4=O)[C@H](O)[C@@H]3O)cc21	-2.6	-1.5	-1	0.5	0	0	0.1	-1.9	3	-0.6	5.2
COc1ccc(C(=O)N(Cc2ccccc2)c2cccc(C)c2)c(OC)c1OC	-1.2	-1.6	-1	0.0	-24	-3	0.8	-0.2	1	-2.0	-5.4
COc1ccc(C(=O)C(C)N(C(=O)c2ccc(Cl)cc2Cl)N2C(=O)C3C4C=CC(C4)C3C2=O)cc1 (configuration not stated)	-1.6	-1.3	-8	0.5	-9	-6	-1.1	7.8*	-11	-0.8	-1.9
CN(CCC1CCOCC1)C(=O)C1CCC(=O)N(CCc2ccc(Cl)cc2)C1 (configuration not stated)	0.4	-1.2	2	0.6	-2	-3	-0.2	-2.0	2	-0.1	0.1
CN1C(C(=O)NCc2cccc(Br)c2)CC2Cn3c(nc4cc(Cl)c(Cl)cc43)C21 (configuration not stated)	-2.0	-1.2	8	-0.1	-4	2	-0.3	0.4	-1	-0.2	-1.7
COc1ccc([C@H]2CC(=O)C=C(c3ccc(CO)cc3)C2)cc1	-0.1	-0.8	-3	1.1	1	1	1.8	1.6	-15	-0.2	1.4
COc1ccc(NC(=S)N(CCCN2CCCC2)Cc2cccs2)cc1	-2.0	-0.8	-3	-0.1	-4	0	0.3	2.2	8	0.4	0.3
Cc1ccc(-n2ncc3c(=O)n(CC(=O)N4CCN(C(=O)c5ccco5)CC4)cnc32)cc1	-0.1	-0.8	1	-0.6	3	-1	0.3	1.9	5	1.2	0.9
O=C(NC(=S)Nc1sc2c(c1C(=O)O)CCCC2)c1ccccc1	-0.2	0.3	-6	-0.3	-2	1	1.4	0.3	0	-0.1	4.4
CN(C(=O)COC(=O)CNC(=O)c1sc2ccccc2c1Cl)C1CCS(=O)(=O)C1 (configuration not stated)	-1.7	-0.9	-7	0.2	1	-1	2.7	3.3	4	-0.6	3.8
CCOC(=O)C1=NOC2(C1)C(=O)Nc1c(Cl)cccc12 (configuration not stated)	5.7*	-0.2	3	0.6	1	3	.	.	4	0.4	5.2
COc1ccc(CN2C(=O)C(CC(=O)NC3CC3)CC(C(=O)N(C)C)=C2C)cc1 (configuration not stated)	0.9	-1.2	1	-0.8	-1	-1	0.8	-0.1	-2	0.3	1.9
Cc1cc(C)n(-c2nc3ccccc3s2)n1	-0.7	-0.7	1	-0.5	-7	3	-0.5	3.2	2	0.0	6.0
COc1ccc(S(=O)(=O)N2CCCCCC2)cc1C(=O)N(C)CC(=O)Nc1ccccc1Br	-1.5	-0.9	1	0.1	1	-2	0.8	3.6	9	-1.2	-1.3
Cc1cccc(NC(=S)NNC(=S)NCc2ccccc2)c1	-0.2	-0.9	-4	0.0	2	2	0.4	2.6	-4	-0.1	7.9
Cc1cc(C(=O)Nc2cccc(C)c2C)c2ccccc2n1	-1.3	-1.7	1	-0.1	-1	0	-0.4	1.5	-2	-0.5	-0.4
O=C(CCn1cccn1)Nc1ccc2c(c1)OCCO2	-3.5	-1.4	5	-0.6	0	-3	0.9	-6.3	-4	-0.5	-5.9
CCOc1ccccc1C(=O)OCC(=O)Nc1cc(Cl)ccc1Oc1ccccc1	-1.0	-1.1	5	1.1	7	-1	0.3	2.4	-2	-0.5	1.4
CCN(CC)S(=O)(=O)c1cccc(C(=O)OCC(=O)NCCN2C(=O)CSC2=O)c1	0.0	-1.0	3	0.1	-1	1	0.2	-0.3	-16	1.3	4.7

Retrieved by compound from above:
SMILES	hcDAF12 agonist	ssDAF12 agonist	NPR2 activator	proKLK7 act	GC-A act	SMARCA2 activ	DAX1 inh-1	GAA850 FXN act	sPLA2-III inh	DAX1 inh-2	hgDAF12 agonist
O=C(Nc1ccccc1)c1ccccc1N=Cc1ccccc1O	-2.1	0.2	0	-4.0	-13	2	-1.0	-0.2	1	0.6	-0.5
Cc1cc(C(=O)Nc2cccc(C)c2C)c2ccccc2n1	-1.3	-1.7	1	-0.1	-1	0	-0.4	1.5	-2	-0.5	-0.4
CN(CCC1CCOCC1)C(=O)C1CCC(=O)N(CCc2ccc(Cl)cc2)C1 (configuration not stated)	0.4	-1.2	2	0.6	-2	-3	-0.2	-2.0	2	-0.1	0.1

One compound at a time, from the list above. Order of values: hcDAF12 agonist | ssDAF12 agonist | NPR2 activator | proKLK7 act | GC-A act | SMARCA2 activ | DAX1 inh-1 | GAA850 FXN act | sPLA2-III inh | DAX1 inh-2 | hgDAF12 agonist
O=C(NCc1ccc2c(c1)OCO2)c1cccc(C(=O)NCc2ccc3c(c2)OCO3)c1 reads -1.0 | -1.6 | 8 | 0.0 | 2 | -2 | -1.3 | 0.6 | -7 | -0.8 | 7.1
COc1ccc(C(=O)C(C)N(C(=O)c2ccc(Cl)cc2Cl)N2C(=O)C3C4C=CC(C4)C3C2=O)cc1 (configuration not stated) reads -1.6 | -1.3 | -8 | 0.5 | -9 | -6 | -1.1 | 7.8* | -11 | -0.8 | -1.9
